human PMI inhibition: MPI enzyme activity inhibition – biochemical, fluorescence intensity, coupled assay, primary screen (AID 1209); purified PMI enzyme, coupled fluorescence intensity; higher % means a stronger effect; inhibition, % at 20 µM, or IC50 in µM where a hit was titrated; 190,000 compounds, 0.42% hits;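 further: plate controls were DMSO vehicle for no effect and wells lacking substrate for full effect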
TNAP activation fold: human TNAP enzyme activators, primary screen, biochemical, luminescent, no phosphate acceptor, uHTS (AID 1001). purified TNAP, luminescent activation assay, no phosphate acceptor; higher activation fold means a stronger effect. one-dose activation fold at 20 µM; EC50 in µM for titrated hits. 200,000 compounds, 0.03% hits; in the data active means activation fold from about 3, or a potency from the dose series; inactive means the rest, 99 in 100 with activation fold below about 1.6; further: many of its hits are not listed in these tables
RSV antiviral HEp-2: RSV antiviral activity via CPE protection, HEp-2 cells, primary 10 µM value included (AID 2391); HEp-2 cells, RSV-induced CPE inhibition; higher % means a stronger effect; one-dose CPE inhibition, % at 10 µM; IC50 in µM for titrated hits; 310,000 compounds, 0.13% hits; in the data active means a potency from the dose series; inconclusive means CPE inhibition mostly from about 23% at the one dose, without a potency; inactive means the rest, 99 in 100 with CPE inhibition below about 21%; further: strong numbers were not always called active
M1AAP inhibition: P. falciparum M1AAP inhibitors, biochemical, fluorogenic H-Leu-NHMec substrate, 1536-well (AID 1445); recombinant M1AAP, H-Leu-NHMec fluorogenic kinetic assay; higher % means a stronger effect; inhibition, % at 30 µM, or IC50 in µM where a hit was titrated; 220,000 compounds, 0.42% hits;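 active means primary inhibition above the hit cutoff, then over 50% inhibition at one or more dose response concentrations, cut at about 23% in these data, passing the limit was not always enough; inconclusive means conflicting primary data, or primary hits not chosen for dose response; inactive means low primary inhibition, or under 50% at every dose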;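 further: plate controls were DMSO full reaction for no effect and no enzyme background for full effect; strong numbers were not always called active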
T cell HTS: T cell immune modulators affecting CD8 T cell-vesicle binding. 2C CD8+ T cell-vesicle binding, flow cytometry; hits give low values. calls only at 7 µM. 330,000 compounds, 0.068% hits. AID 2052;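 active means response, share of CD8 T cells binding vesicles, and their 90th percentile fluorescence all below set limits, cut at about 80% in these data, passing the limit was not always enough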
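Also added: QL9-peptide-loaded Drosophila micro-vesicles bearing Ld, ICAM-1 and B7-1; Test system: purified 2C TCR transgenic mouse naive CD8+ T cells; Measured by: cytometric PE anti-B7-1 and Alexa647 anti-CD8 signals after 1% paraformaldehyde fixation; Timing: binding step 1.5 h, 37 °C, antibody labelling 20 min, ice.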
PMI inhibition: MPI inhibition at elevated mannose 6-phosphate – biochemical, fluorescence intensity, high mannose 6-phosphate, primary screen (AID 1220). recombinant PMI enzyme, coupled fluorescence intensity; higher % means a stronger effect. inhibition, % at 20 µM, or IC50 in µM where a hit was titrated. 190,000 compounds, 0.66% hits
K1F lysis inhibition: protection from phage-mediated lysis, alamar blue read-out – E. coli UTI89, K1F phage, bacterial capsule biogenesis inhibitors (AID 488966); 340,000 compounds, 0.02% hits; E. coli UTI89 K1F phage lysis, alamar blue, 2 h; higher % means a stronger effect; inhibition, % at 100 µM; hits with a dose series show IC50 in µM;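 active means phage lysis inhibition, versus mean bacterial control, above a set limit; inconclusive means no clear call, values can overlap the other calls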;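 further: capsule biogenesis inhibitors block K1F phage lysis so surviving cells raise fluorescence; higher fluorescence means more inhibition of phage lysis; actives were called in the ten point dose series up to 300 µM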
West Nile antiviral: inhibition of WNV-induced cytopathic effect – cell-based, CPE readout (AID 1621); West Nile virus-infected cells, CPE inhibition; higher % means a stronger effect; one-dose CPE inhibition, % at 10 µM; IC50 in µM for titrated hits; 290,000 compounds, 0.02% hits; in the data active means a potency from the dose series; inconclusive means CPE inhibition mostly from about 3.7% at the one dose, without a potency; inactive means the rest, 99 in 100 with CPE inhibition below about 2.2%; further: strong numbers were not always called active
M17LAP inhibition: P. falciparum M17LAP inhibitors, primary screen, biochemical, fluorogenic H-Leu-NHMec substrate, 1536-well (AID 1619). 220,000 compounds, 0.38% hits. inhibition, % at 30 µM, or IC50 in µM where a hit was titrated. recombinant M17LAP, H-Leu-NHMec fluorogenic kinetic assay; higher % means a stronger effect;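 active means compound inhibiting the enzyme by more than half at any dose during confirmatory dose-response retesting; inconclusive means strong single-dose inhibitors picked by rank but not retested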;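 further: plate controls were full reaction with DMSO carrier for no effect and no enzyme background for full effect; strong numbers were not always called active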
T cell HTS vesicle-bound %: recorded beside T cell HTS, whose call it bears; double positive events, %; measured here: CD8+ vesicle-bound cell fraction;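 binding gate set so that unloaded-vesicle control wells show 10% double positive cells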
* marks the source's active call; other numbers are inactive results; i = inactive; u = inconclusive; x = not tested or not shown; [ ] = dose if it differs, or a comment. Unless noted, no stated cut-off is given here; in the data, active means inhibition above about 50%; inactive means the rest.

SMILES	human PMI inhibition	TNAP activation fold	RSV antiviral HEp-2	M1AAP inhibition	T cell HTS	T cell HTS vesicle-bound %	PMI inhibition	K1F lysis inhibition	West Nile antiviral	M17LAP inhibition
CC(=O)N(/N=C1\Sc2ccccc2C1=O)c1ccccc1	5.4%	1	x	-0.4%	x	x	5.2%	0.1%	0.9%	-6.8%
Cc1c(-c2ccccc2)nc(N)c(C#N)c1-c1cccs1	-2.2%	1.1	0.3%	1.0%	i	40.9	-2.5%	0.1%	0.3%	4.9%
COC(=O)CCS(=O)(=O)c1ccc(Cl)c(Cl)c1	7.3%	1	1.1%	1.3%	i	53.0	6.2%	x	-0.2%	-4.1%
NC(=O)C1=C[C@H](c2ccc(Br)cc2)C[C@H](OCc2ccc(CO)cc2)O1	15.2%	1.1	4.3%	5.4%	i	5.8	51.0%*	0.1%	-0.1%	-2.0%
COc1ccc(CN(C(=O)c2snc(C(N)=O)c2N)C(C)C(=O)NCc2ccc(F)cc2)cc1 (stereo not drawn)	x	x	0.1%	x	i	24.8	x	-0.8%	-0.7%	x
COc1ccc(NC(=O)Cc2nnc(SCC(=O)c3ccccc3)n2C)cc1	x	x	0.6%	x	i	35.3	x	0.1%	-0.1%	x
O=C(Nc1cc(S(=O)(=O)N2CCOCC2)ccc1N1CCCCC1)c1cc(-c2ccccn2)nc2ccccc12	52.8%*	1.1	-0.5%	4.1%	i	48.1	21.1%	0.4%	0.3%	3.6%
CCc1nc2ccccc2nc1N1CCN(S(=O)(=O)c2ccc(Cl)cc2)CC1	x	x	12.6%	-1.8%	i	3.5	x	-2.2%	-1.3%	-0.1%
Cc1ncc([N+](=O)[O-])n1CCOC(=O)NC(Nc1ccc(F)cc1)C(Cl)(Cl)Cl (stereo not drawn)	x	x	0.9%	7.9%	i	33.1	x	-0.3%	0.2%	3.5%
c1ccc(Oc2cc(-n3cncn3)ncn2)cc1	-8.5%	1.1	1.9%	12.0%	i	7.8	-6.3%	1.2%[50 µM]	0.1%	8.9%
CCOC(=O)C(=CNc1ccc(C#N)cc1)C(=O)OCC	5.5%	1	0.1%	13.6%	i	13.0	6.4%	8.5%	-0.8%	10.0%
O=C(COC(=O)Cn1cnc2ccccc21)NCCc1ccccc1	0.6%	1.1	1.0%	-2.6%	i	31.9	1.7%	0.4%	0.1%	-9.9%
Cc1cc(C)nc(N/N=C/c2sccc2C)n1	9.3%	1.1	-1.1%	8.0%	i	27.2	12.6%	0.4%	-1.0%	1.5%
O=C(NCCCn1ccnc1)c1cn(-c2ccccc2)nc1-c1ccccc1	21.4%	1.1	-0.2%	9.5%	x	x	4.3%	-0.2%	-0.6%	8.7%
CN(CCC1CCCCO1)C(=O)c1cc(COc2ccc(F)cc2F)on1 (stereo not drawn)	x	x	0.6%	x	i	24.8	x	0.2%	-1.4%	x
COC(=O)Cc1c(C)nc2nc(Cc3ccccc3)[nH]n2c1=O	6.6%	0.9	1.0%	-3.6%	i	41.5	-1.3%	0.0%	0.2%	3.9%
CCC(Sc1nc(C)cc(C)n1)C(=O)NC1=NN=C(c2ccc(C)cc2)CS1 (stereo not drawn)	11.7%	1	2.5%	6.6%	i	30.6	1.2%	-1.2%	0.7%	-0.6%
Cc1c(-c2ccccc2)oc2c(C(=O)OCC(=O)Nc3ccc(C(N)=O)cc3)cccc2c1=O	11.3%	1.1	1.1%	7.5%	i	60.0	15.7%	0.1%	1.5%	-0.4%
COC(=O)c1cc(S(=O)(=O)NCCc2cccc(C)c2)cn1C	x	x	1.0%	x	i	39.7	x	3.5%	-0.2%	x
CCc1nnc(NC(=O)C2CCCN2C(=O)NC2CCCCC2)s1 (stereo not drawn)	5.4%	1.1	1.3%	-1.4%	i	16.2	-0.8%	1.7%	0.0%	-3.1%
O=S(=O)(Nc1nc2ccccc2nc1NCCN1CCOCC1)c1cccc(Cl)c1	-8.1%	1.1	1.4%	15.4%	i	41.2	-2.6%	0.1%	0.1%	25.9µM*
CCOc1ccc(CCNS(=O)(=O)c2ccc3c(c2)NC(=O)CC(=O)N3)cc1OCC	-10.6%	1.1	0.7%	6.6%	i	29.5	7.6%	0.1%	0.1%	0.7%
O=C(NNC(=O)C1CCCCC1)c1cnccn1	24.2%	1.1	2.3%	-4.9%	i	12.4	15.1%	-3.9%	1.6%	3.7%
O=C(Nc1ccn(Cc2cccc3ccccc23)n1)c1cccnc1	2.3%	1.1	2.7%	-0.8%	i	38.7	-1.5%	-0.1%	-1.7%	-2.1%

Reprinted from the part before: 2 compounds; new compounds follow.
SMILES	human PMI inhibition	TNAP activation fold	RSV antiviral HEp-2	M1AAP inhibition	T cell HTS	T cell HTS vesicle-bound %	PMI inhibition	K1F lysis inhibition	West Nile antiviral	M17LAP inhibition
O=C(NNC(=O)C1CCCCC1)c1cnccn1	24.2%	1.1	2.3%	-4.9%	i	12.4	15.1%	-3.9%	1.6%	3.7%
O=C(Nc1ccn(Cc2cccc3ccccc23)n1)c1cccnc1	2.3%	1.1	2.7%	-0.8%	i	38.7	-1.5%	-0.1%	-1.7%	-2.1%
COc1ccc(C2(CNC(=O)Cc3ccc(OC)c(OC)c3)CCOCC2)cc1	-7.1%	1.1	1.3%	6.7%	i	28.5	-8.8%	0.1%	-1.0%	2.1%
COc1ccc(C(=O)Nc2ccc(C(=O)N3CCCCC3C)cc2)c(OC)c1OC (stereo not drawn)	x	x	5.1%	x	i	29.7	x	0.0%	-0.2%	x
CC(C)(C)C(=O)Cn1ncc(NC2CC2)c(Br)c1=O	14.1%	1	3.0%	-3.8%	i	50.1	14.9%	0.2%	0.0%	2.8%
CN(C)c1ncc(C2=C(Cl)C(=O)C(N3CCCC3)=C(Cl)C2=O)s1	x	x	u	11.6%	i	55.2	x	-3.0%	0.4%	35.5%
CCC(C(=O)NCc1cccnc1)c1ccccc1 (stereo not drawn)	-10.7%	1.1	1.6%	1.7%	i	46.8	-13.2%	0.1%	0.2%	-4.6%
CC(C(=O)c1ccc(Br)cc1)[n+]1cccc2ccccc21 (stereo not drawn)	x	x	3.5%	x	i	48.6	x	-1.2%	-0.2%	x
COC(=O)c1c(Oc2nc(OC)cc(OC)n2)cccc1Oc1nc(OC)cc(OC)n1	-4.6%	1	2.0%	-2.1%	i	56.8	-9.1%	0.1%	-1.3%	-4.2%
Cc1cc(Cl)ccc1C(=O)C1CCCN(C(=O)c2cccc(N3CCCC3=O)c2)C1 (stereo not drawn)	x	x	1.4%	x	i	19.4	x	0.1%	-0.7%	x
CC(=O)Nc1ccc(S(=O)(=O)N2CCN(c3nnnn3-c3ccccc3)CC2)cc1	0.2%	1.1	-0.7%	5.4%	i	46.7	4.8%	0.4%	0.1%	3.4%
Cc1cc(C)nc(NC(=S)Nc2ccc(Br)cc2Cl)c1	10.8%	1.1	-1.3%	5.1%	i	39.4	11.4%	-0.5%	1.8%	-2.2%
COc1ccc(C(=O)N/N=C\c2coc3ccc(C)cc3c2=O)cc1	x	x	3.8%	x	i	53.4	x	0.0%[50 µM]	0.4%	x
COC(=O)c1[nH]c2cc(OC)ccc2c1NC(=O)CN1CCC(C(N)=O)CC1	7.0%	1.1	1.3%	-0.2%	i	19.4	8.0%	0.0%	0.2%	24.3%
CC(=O)c1sc(C(C)(C)C)cc1NC(=O)CCC(=O)O	x	x	x	9.6%	i	32.7	x	0.6%	0.5%	9.6%
CCn1c(NC(=O)Nc2cccc(C)c2C)cc2sccc21	18.4%	1.1	1.4%	6.2%	i	33.8	17.3%	-1.5%	x	-10.1%
COC(=O)C(Cc1ccc(O)cc1)NC(=O)CCC(=O)Nc1ccc(S(N)(=O)=O)cc1 (stereo not drawn)	-5.7%	1.1	0.6%	6.8%	i	62.8	-0.8%	-0.5%	-0.1%	-12.4%
CC(=O)N1c2ccc(S(=O)(=O)N3CCCC3C(=O)Nc3ccc(C)cc3)cc2CC1C (stereo not drawn)	x	x	-0.4%	x	i	43.9	x	-8.8%	-1.2%	x
CC(=O)Nc1ccc(NC(=O)CCn2cnnn2)cc1	-11.8%	1.1	2.2%	1.6%	i	56.8	-3.7%	0.3%	0.1%	6.2%
CC(C)(C)c1ccc(-c2nnc(SC3CCOC3=O)n2Cc2ccccc2)cc1 (stereo not drawn)	6.4%	0.9	2.3%	0.9%	i	35.3	2.7%	-0.2%	0.3%	8.8%
Cn1c(/C=N/c2nc3ccccc3[nH]2)nc2ccccc21	13.4%	0.8	1.7%	-2.3%	i	13.9	12.3%	3.1%	0.7%	-9.9%
O=C(NC1CCCCC1)C1CCN(S(=O)(=O)N2CCOCC2)CC1	-6.8%	1.1	1.6%	5.0%	x	x	-6.5%	-0.8%	0.1%	-9.9%
CCOC(=O)c1c(Cc2ccccc2)c[nH]c1C	-17.6%	1.1	-0.8%	-2.0%	i	28.1	5.0%	0.0%	0.1%	-0.2%
CCC(Oc1ccccc1)C(=O)Nc1nnc(C(F)(F)F)s1 (stereo not drawn)	-2.4%	0.9	20.1%	0.2%	i	30.6	-1.0%	1.5%	0.1%	52.1%
CCCNC(=O)N1CCN(c2ncccn2)CC1	1.9%	1.1	0.7%	-3.0%	i	15.6	5.3%	0.3%	0.7%	-6.4%
CCOC(=O)c1cnc(SCC(=O)Nc2cc(OC)ccc2OC)nc1N	13.3%	1.1	7.8%	11.8%	i	36.2	10.0%	1.9%	-0.3%	0.5%
O=C(CN1CCC(O)(c2ccc3c(c2)OCO3)CC1)OC1CCCCC1	12.5%	1.1	0.4%	1.2%	i	28.1	8.7%	2.5%	-0.2%	2.6%
Cc1cc(OCC(=O)OCC(=O)Nc2cc(C(F)(F)F)ccc2N2CCOCC2)ccc1Cl	26.1%	1	0.9%	4.4%	i	39.5	18.3%	1.4%	-0.7%	-4.9%
CCCNC(=O)c1cccc(COCC(F)(F)F)c1	x	x	-0.4%	2.6%	i	23.5	x	4.7%	0.1%	25.9%
Cc1cc(-n2nc(C)cc2C)nc(N)n1	20.1%	1.1	1.3%	1.6%	i	16.4	13.0%	0.4%	0.4%	0.0%
O=C(c1ccc(N2CCCC2)c([N+](=O)[O-])c1)N1CCN(CCO)CC1	x	x	0.4%	-1.4%	i	38.0	x	0.2%	-0.1%	3.8%
CCN(CC)c1ccc(/C=N/NC(=O)c2cc3ccccc3[nH]2)cc1	x	x	12.5%	x	i	65.5	x	0.6%	-0.6%	x
Cc1cccc(NCc2n[nH]c(=S)n2-c2ccccc2)c1	x	0.9	0.9%	4.2%	i	52.5	x	0.0%	-0.1%	12.4%

Screening results from PubChem BioAssay.
